# From PubChem
# S100A4 inh HTS = inhibitors of human S100A4 binding to myosin IIA peptide; S100A4/TAMRA-MyoIIA peptide fluorescence polarization; 360,000 compounds, 0.14% hits; inhibition, % at 10.7 µM;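 active = mean inhibition of at least 70% across replicates, with every replicate also reaching that level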
#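 Test system – S100A4 monomer (human) · Compound – single-point compound testing · Schedule – 5 min incubation before reading · Probe or stimulus – TAMRA-labelled myosin IIA heavy-chain peptide probe, 5 nM · Benchmarks – neutral control DMSO, positive control TFP · Medium – Calcium-containing HEPES buffer, pH 7.2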
# E-sel inducer = E-selectin induction on HUVECs. 260,000 compounds, 0.37% hits. P16581. HUVEC E-selectin immunofluorescence imaging; normalized: neutral wells 0, TNF-alpha wells 100. activation, % at 7.58 µM;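 active = mean E-selectin-positive cell signal at least 10% of the positive control, reached in at least 60% of replicates, without over 20% cell loss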;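 note: in these data hits start at about 27%; measured in HUVEC primary endothelial cells; signal is the percent of cells scored E-selectin positive by PE staining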
# Target sequence (P16581 whole entry, looked up): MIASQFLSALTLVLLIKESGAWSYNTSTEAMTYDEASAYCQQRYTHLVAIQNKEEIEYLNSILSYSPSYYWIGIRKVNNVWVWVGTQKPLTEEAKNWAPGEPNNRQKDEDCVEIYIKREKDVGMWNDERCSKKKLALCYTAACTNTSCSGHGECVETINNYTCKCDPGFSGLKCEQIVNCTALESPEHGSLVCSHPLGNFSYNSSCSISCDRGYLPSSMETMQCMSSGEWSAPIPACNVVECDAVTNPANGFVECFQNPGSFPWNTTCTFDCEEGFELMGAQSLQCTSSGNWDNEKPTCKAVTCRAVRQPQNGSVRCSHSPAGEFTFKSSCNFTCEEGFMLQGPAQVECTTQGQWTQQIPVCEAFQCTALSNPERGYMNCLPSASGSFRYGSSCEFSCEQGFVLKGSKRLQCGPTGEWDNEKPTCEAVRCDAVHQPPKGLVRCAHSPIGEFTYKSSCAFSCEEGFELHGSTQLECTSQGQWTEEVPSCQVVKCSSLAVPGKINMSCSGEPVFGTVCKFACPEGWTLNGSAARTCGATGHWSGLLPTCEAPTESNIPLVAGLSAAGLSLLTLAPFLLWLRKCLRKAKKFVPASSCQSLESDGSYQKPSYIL
#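 Test system – human umbilical vein endothelial cells (HUVEC), E-selectin induction · Input – 3,000 HUVEC seeded per well · Buffer or medium – EGM-2, gelatin · Compound dosing – single-point compound dose · Detection – immunofluorescence imaging · Measure – percent E-selectin-positive cells · Controls – TNF-alpha high, DMSO low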
# RAD52 inh = inhibitors of human RAD52 DNA annealing; inhibition, % at 18.7 µM; recombinant RAD52 DNA annealing, FRET fluorescence; 360,000 compounds, 0.46% hits;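 active = every replicate showing at least 50% inhibition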
# Target sequence (P43351 whole entry, looked up): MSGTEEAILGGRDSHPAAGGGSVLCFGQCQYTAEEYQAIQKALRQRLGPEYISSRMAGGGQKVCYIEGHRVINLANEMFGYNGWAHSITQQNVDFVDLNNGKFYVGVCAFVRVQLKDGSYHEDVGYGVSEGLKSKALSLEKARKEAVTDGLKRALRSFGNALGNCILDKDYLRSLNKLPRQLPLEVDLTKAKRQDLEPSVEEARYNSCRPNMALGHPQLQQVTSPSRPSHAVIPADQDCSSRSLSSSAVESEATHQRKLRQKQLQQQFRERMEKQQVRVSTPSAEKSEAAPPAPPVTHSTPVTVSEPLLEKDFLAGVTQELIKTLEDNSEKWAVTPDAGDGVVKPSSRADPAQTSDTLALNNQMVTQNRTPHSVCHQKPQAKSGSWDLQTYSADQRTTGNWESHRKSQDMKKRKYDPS
# Xi reactivation = X-chromosome reactivation activator | XiGFP mouse fibroblasts, % GFP-positive cells imaging, 3 d; cells co-treated with 5-aza-dC sensitizer; scaled so ellipticine positive control = 100% | activation, % at 7.58 µM | 360,000 compounds, 0.055% hits | AID 743238;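 active = mean normalized replicate activation at least 10% and every replicate at or above 10%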;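 note: 0% = median of on-plate neutral control wells and 100% = ellipticine 6 µM median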
#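 Material: XiGFP fibroblasts, SV40-immortalized. Buffer or medium: DMEM plus 5-aza-dC sensitizer. Compound: single concentration per compound, delivered by pin transfer. Times: 3 days compound exposure. Controls: ellipticine 6 µM.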
# RAD54 branch = RAD54 (human) branch migration inhibition. RAD54 Holliday junction branch migration, FAM/BHQ fluorescence. inhibition, % at 10.4 µM. 360,000 compounds, 0.14% hits. AID 602329;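 active = mean normalized replicate activity at least 40 and at least half of replicates scoring 40 or more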;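 note: 0% = median of neutral control wells and 100% = median of positive control wells; inhibitors cause a drop in the FAM fluorescence signal; in these data hits start at about 50%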
# FN deposition inh = fibronectin deposition inhibition; AH1F fibroblasts, Alexa488-fibronectin deposition fluorescence, overnight; inhibition, % at 12.6 µM; 350,000 compounds, 0.086% hits; AID 743247;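 active = mean inhibition across replicates of 30% or more, regardless of how many single replicates reach that level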;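 note: positive control wells lacked labelled fibronectin entirely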
#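 Measured by – fluorescence 485/525 nm · System – AH1F fibroblast monolayer, labelled fibronectin deposition · Amount – 10000 cells per well · Buffer or medium – serum-reduced DMEM (2% serum) · Doses – single dose, pinned · Also added – fluorescent fibronectin at 24 nM final · Schedule – 1 h cell attachment, overnight exposure to compound and label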
# esBAF inh = inhibitors of esBAF chromatin remodeling in mouse ES cells. AID 602393. reporter increase, % at 12.5 µM. Bmi1-luciferase knock-in reporter, 24 h; 100% = twice the neutral-well signal. 350,000 compounds, 2% hits; in the data active = activation above about 40%;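 note: 0% = median of the plate's neutral control wells and 100% = double that signal; a rise in the Bmi1 reporter signal indicates esBAF inhibition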
# EWS-Fli block = EWS/Fli transcriptional activity inhibition; 350,000 compounds, 0.67% hits; inhibition, % at 12.6 µM; A673 NR0B1-luciferase reporter, viability-normalised;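 active = mean inhibition of at least 50% after viability correction, with every replicate also passing that limit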;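 note: firefly luciferase signal divided by Alamar Blue viability fluorescence both relative to DMSO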
# The depositor's hits bear a star; / = not tested or not shown.
No.	mol	S100A4 inh HTS	E-sel inducer	RAD52 inh	Xi reactivation
1	C[C@H]1CCCCO[C@H](CN(C)C(=O)C2CCCCC2)[C@@H](C)CN([C@@H](C)CO)C(=O)c2cc(NC(=O)Nc3ccc4c(c3)OCO4)ccc2O1	-7.8	-0.1	14.2	0.0
2	C#CCNC(=O)C1=C[C@@H](c2ccc3c(c2)OCO3)C[C@@H](OCc2ccc(CO)cc2)O1	/	0.0	/	0.0
3	CN(Cc1ccccc1)C(=O)CNC(=O)C12CC3CC(CC(C3)C1)C2	1.6	0.2	4.7	-0.1
4	CC(CC(=O)Nc1nnc(CC(C)(C)C)s1)c1ccccc1 (configuration not stated)	1.3	0.0	-3.0	0.0
5	C#CCN(C[C@H]1[C@H](OC(=O)NCc2ccco2)[C@H](OC(=O)NCc2ccco2)C[C@H]2C(=O)N(c3ccccc3)C(=O)[C@@H]12)S(=O)(=O)c1ccc(C)cc1	-3.8	-0.3	-17.9	0.6
6	COc1ccccc1-n1cnnc1SCC(=O)N1CCN(C(=O)c2ccco2)CC1	-2.3	/	-11.4	0.0
7	CC(=O)NC12CC3CC(C1)CC(C(=O)Nc1nc4c(C)cccc4s1)(C3)C2	-2.2	-3.3	-1.1	0.0
8	CC(C)NC(=O)N(C)C[C@H]1OCCCC[C@H](C)Oc2ccc(NC(=O)c3ccccc3)cc2C(=O)N([C@H](C)CO)C[C@H]1C	6.0	0.6	1.5	-0.3
9	Cc1ccc(S(=O)(=O)Nc2nc(N)n(-c3ccccc3)n2)cc1	-1.0	/	-7.7	0.0
10	Cc1ccc(S(=O)(=O)N(C)C[C@H]2Oc3ccc(NS(=O)(=O)c4ccccc4)cc3C(=O)N([C@@H](C)CO)C[C@@H]2C)cc1	7.9	-0.2	2.1	-0.1
11	C[C@H](CO)N1C[C@H](C)[C@@H](CN(C)C(=O)Nc2ccccc2)Oc2ccc(NC(=O)c3ccncc3)cc2CC1=O	-3.0	1.4	-7.2	0.1
12	COc1ccc(N2CC(C(=O)NCCN3C(=O)S/C(=C\c4cccnc4)C3=O)CC2=O)c(OC)c1 (configuration not stated)	-5.5	-0.1	-13.2	0.0
13	O=C(CSc1nnnn1-c1ccccc1)NC1CCCc2ccccc21 (configuration not stated)	1.4	/	-21.7	0.2
14	Cc1cccn2c(=O)c3cc(C(=O)NCC4CCCO4)c(=N)n(CC4CCCO4)c3nc12 (configuration not stated)	0.5	/	16.5	0.0
15	O=C(Cc1ccc(Cl)cc1)N1CCN(c2ccccc2)CC1	-2.5	-0.1	-1.9	0.1

No.	RAD54 branch	FN deposition inh	esBAF inh	EWS-Fli block
1	-7.8	/	4.5	-4.2
2	3.8	-3.1	-4.6	1.0
3	-0.9	-6.6	9.5	-2.3
4	1.4	-1.3	-5.2	-18.0
5	-1.9	/	10.4	-26.2
6	/	-5.2	/	-3.5
7	-3.9	8.4	9.0	2.4
8	-6.5	/	/	/
9	/	-0.2	/	3.2
10	-0.9	/	-3.8	-8.3
11	-2.3	/	-3.7	-20.7
12	-5.5	7.2	1.3	13.8
13	/	7.4	/	6.6
14	20.9	-3.0	0.8	7.5
15	7.6	-1.8	3.6	-9.1

# More results
No.	mol	S100A4 inh HTS	E-sel inducer	RAD52 inh	Xi reactivation
16	Cc1cccc(NC(=O)CCC2CCN(C(=O)c3ccc(C)s3)CC2)c1	-11.5	/	-10.6	0.0
17	C=CC[C@H](CC(=O)N(CCO)Cc1ccccc1)C(=O)N[C@H](COC(=O)[C@@H](CC=C)Cc1ccc(F)cc1)C(C)(C)C	-3.4	0.0	-6.5	0.1
18	CCSC1=NCCN1S(=O)(=O)c1ccc2ccccc2c1	1.6	/	-11.3	0.0
19	CCOc1ccc(NC(=O)Nc2ccccc2SC)cc1	-11.9	0.1	-1.0	0.0
20	CCc1[nH]nc2c1C(c1ccc(C)o1)C(C#N)=C(N)O2 (configuration not stated)	-2.1	-0.7	-13.9	0.1
21	CNC(=O)C[C@H]1CC[C@@H]2[C@H](COc3ccc(NC(=O)c4ccc(F)cc4)cc3C(=O)N2C)O1	-2.7	0.2	-8.9	0.4
22	COc1ccc(NC(=O)Nc2cccc3c2O[C@@H](CN(C)Cc2ccccc2)[C@H](C)CN([C@H](C)CO)C3=O)cc1	-1.2	0.4	13.5	0.6
23	C[C@@H]1CN([C@H](C)CO)S(=O)(=O)c2ccc(-c3cccnc3)cc2O[C@@H]1CN(C)Cc1cccnc1	/	0.0	/	-0.7
24	O=C(COc1coc(CN2CCN(c3ccccc3)CC2)cc1=O)NC1CCCC1	-3.9	/	-5.0	0.3
25	COc1ccc(S(=O)(=O)N(C)C[C@H]2Oc3c(NC(=O)c4nc5ccccc5s4)cccc3C(=O)N([C@H](C)CO)C[C@@H]2C)cc1	15.8	4.5	-10.2	0.3
26	Cc1cc(C)c(NC(=O)CSc2nc(=O)n(CCN3CCOCC3)c3c2CCC3)c(C)c1	3.6	0.2	-5.2	-0.1
27	CN(C)c1ccc2c(c1)[C@H]1C[C@H](CC(=O)N3CCCCC3)O[C@@H](CO)[C@H]1O2	-0.3	1.3	-274.8	-0.1
28	CC(C)CC#Cc1ccc2c(c1)O[C@@H](CN(C)Cc1ccc(F)cc1)[C@H](C)CN([C@H](C)CO)S2(=O)=O	-1.7	-0.3	7.9	0.2
29	Cc1ccnc2nc(C(=O)OCC(=O)N3CC(C)CC(C)C3)nn12 (configuration not stated)	-0.6	0.4	-12.6	-0.1
30	O=C(C[C@H]1CC[C@H]2[C@@H](COC[C@H](O)CN2CCc2ccccc2)O1)NCc1ccccc1	10.1	0.0	10.4	0.2

No.	RAD54 branch	FN deposition inh	esBAF inh	EWS-Fli block
16	/	15.9	/	3.7
17	3.9	-3.4	-7.9	10.3
18	/	5.2	/	3.1
19	/	-5.6	/	-102.1
20	/	4.2	/	-32.6
21	-5.6	-3.7	1.3	-0.4
22	0.1	/	4.0	-12.8
23	/	-3.1	1.9	-7.9
24	0.4	3.2	4.2	9.9
25	3.7	4.5	5.2	11.2
26	0.7	11.3	-5.8	-0.7
27	/	1.7	/	-10.1
28	2.1	/	-2.3	33.2
29	-1.1	-4.2	-8.7	0.0
30	3.2	-9.8	3.8	2.7

# Part of the list above, reduced to E-sel inducer.
item | Compound | E-sel inducer
21 | CNC(=O)C[C@H]1CC[C@@H]2[C@H](COc3ccc(NC(=O)c4ccc(F)cc4)cc3C(=O)N2C)O1 | 0.2
22 | COc1ccc(NC(=O)Nc2cccc3c2O[C@@H](CN(C)Cc2ccccc2)[C@H](C)CN([C@H](C)CO)C3=O)cc1 | 0.4
23 | C[C@@H]1CN([C@H](C)CO)S(=O)(=O)c2ccc(-c3cccnc3)cc2O[C@@H]1CN(C)Cc1cccnc1 | 0.0

# Other compounds follow.
No.	mol	S100A4 inh HTS	E-sel inducer	RAD52 inh	Xi reactivation
31	Cc1cc(C)c2c(c1)c1nnc(SCCN3CCCCC3)nc1n2C	-19.0	-1.6	85.5*	0.0
32	O=C(CNC(=O)c1ccc(F)cc1)NCc1ccc(S(=O)(=O)N2CCOCC2)cc1	4.8	-0.2	1.1	0.0
33	COCc1cc(C)nc(SCC(=O)Nc2cccc3cccnc23)c1C#N	-3.3	5.2	-6.5	0.0
34	CC(NC(=O)C1CCCC1)C1CC2CCC1C2 (configuration not stated)	-2.1	/	-14.1	0.0
35	C[C@H](CO)N1C[C@H](C)[C@H](CN(C)CC2CCCCC2)Oc2ccc(NC(=O)CCCN(C)C)cc2C1=O	7.4	0.3	7.8	0.0
36	COc1cccc(-c2ccc3c(c2)[C@H]2[C@H](CCN2S(=O)(=O)C2=NC(C)C=N2)[C@@H](CO)N3C)c1 (some centres not stated)	/	0.0	/	0.0
37	CC(C)Sc1nnc(NC(=O)CCc2ccccc2)s1	-0.5	/	-9.8	0.0
38	COc1cc(S(=O)(=O)N2CCN(c3ccc(F)cc3)CC2)ccc1Cl	/	3.8	/	/
39	Nn1cnnc1SCC(=O)N(C1CCCCC1)C1CCCCC1	0.0	0.5	1.5	0.0
40	O=C(N/N=C/c1cc2c(c([N+](=O)[O-])c1)OCO2)c1ccncc1	-3.4	/	11.0	0.0
41	O=C(C[C@H]1CC[C@H](NC(=O)c2cnccn2)[C@H](CO)O1)NCc1ccccc1F	22.7	-0.2	2.0	0.1
42	O=C1CCN(CCCN2CCC(=O)N(Cc3ccccc3)C2=S)C(=S)N1Cc1ccccc1	0.9	-1.1	-12.5	0.0
43	COc1ccc(NC(=O)c2nnn(CC(=O)Nc3ccc4c(c3)OCO4)c2N)cc1OC	-4.8	/	-5.0	0.2
44	COc1ccc(NC(=O)NC23CC4(C)CC(C)(CC(C)(C4)C2)C3)cc1OC	1.5	-0.9	-1.1	0.0
45	C[C@@H]1CCCCO[C@H](CN(C)Cc2ccc(C(F)(F)F)cc2)[C@H](C)CN([C@H](C)CO)C(=O)c2cc(NS(=O)(=O)c3ccccc3)ccc2O1	4.9	1.0	-30.5	0.2
46	O=C(NC1CCCC1)N[C@@H]1C=C[C@H](CC(=O)N2CCOCC2)O[C@@H]1CO	-21.0	2.8	-7.8	0.0
47	O=C(NCCCn1cccn1)c1cc(COc2ccccc2)on1	-2.4	-0.1	-33.8	0.0
48	C[C@H](CO)N1C[C@H](C)[C@H](CN(C)C(=O)CCCN(C)C)OCCCC[C@H](C)Oc2ccc(NS(=O)(=O)c3cccs3)cc2C1=O	-1.0	1.1	18.7	-0.1

No.	RAD54 branch	FN deposition inh	esBAF inh	EWS-Fli block
31	73.1*	0.0	3.8	25.8
32	/	3.2	/	6.0
33	-10.7	-1.5	-2.9	-1.2
34	/	1.5	/	-4.7
35	3.6	/	-0.7	6.6
36	2.7	-2.5	1.4	8.6
37	/	5.4	/	-17.3
38	-19.2	6.6	-3.2	/
39	/	-4.0	/	9.6
40	-1.9	-2.1	-3.0	0.3
41	-8.8	5.7	-4.7	-1.7
42	4.5	-1.7	/	11.3
43	-3.9	-4.4	5.5	2.5
44	0.3	-7.3	/	9.1
45	4.9	6.5	-12.0	11.3
46	3.0	-2.3	0.9	-2.4
47	-8.3	8.6	81.6*	-142.0
48	7.0	/	2.7	-1.6

# In the list so far, 2 have a tert-butyl group.
No.	mol	S100A4 inh HTS	E-sel inducer	RAD52 inh	Xi reactivation
4	CC(CC(=O)Nc1nnc(CC(C)(C)C)s1)c1ccccc1 (configuration not stated)	1.3	0.0	-3.0	0.0
17	C=CC[C@H](CC(=O)N(CCO)Cc1ccccc1)C(=O)N[C@H](COC(=O)[C@@H](CC=C)Cc1ccc(F)cc1)C(C)(C)C	-3.4	0.0	-6.5	0.1

No.	RAD54 branch	FN deposition inh	esBAF inh	EWS-Fli block
4	1.4	-1.3	-5.2	-18.0
17	3.9	-3.4	-7.9	10.3
